Bioassay records as filed in PubChem.
Pol eta inh – qHTS for Inhibitors of Polymerase Eta; DNA polymerase eta (Homo sapiens), Q9Y253; recombinant Pol eta, fluorescent DNA replication assay; Potency, µM (series often up to 114 µM), without a hit: top-dose activity change, negative = inhibition, actives largely listed as inhibitors; actives 1.2% (n = 390,000); note: % is set by controls: 0 for no effect and ±100 for the full control effect
Target sequence (Q9Y253 whole entry, looked up): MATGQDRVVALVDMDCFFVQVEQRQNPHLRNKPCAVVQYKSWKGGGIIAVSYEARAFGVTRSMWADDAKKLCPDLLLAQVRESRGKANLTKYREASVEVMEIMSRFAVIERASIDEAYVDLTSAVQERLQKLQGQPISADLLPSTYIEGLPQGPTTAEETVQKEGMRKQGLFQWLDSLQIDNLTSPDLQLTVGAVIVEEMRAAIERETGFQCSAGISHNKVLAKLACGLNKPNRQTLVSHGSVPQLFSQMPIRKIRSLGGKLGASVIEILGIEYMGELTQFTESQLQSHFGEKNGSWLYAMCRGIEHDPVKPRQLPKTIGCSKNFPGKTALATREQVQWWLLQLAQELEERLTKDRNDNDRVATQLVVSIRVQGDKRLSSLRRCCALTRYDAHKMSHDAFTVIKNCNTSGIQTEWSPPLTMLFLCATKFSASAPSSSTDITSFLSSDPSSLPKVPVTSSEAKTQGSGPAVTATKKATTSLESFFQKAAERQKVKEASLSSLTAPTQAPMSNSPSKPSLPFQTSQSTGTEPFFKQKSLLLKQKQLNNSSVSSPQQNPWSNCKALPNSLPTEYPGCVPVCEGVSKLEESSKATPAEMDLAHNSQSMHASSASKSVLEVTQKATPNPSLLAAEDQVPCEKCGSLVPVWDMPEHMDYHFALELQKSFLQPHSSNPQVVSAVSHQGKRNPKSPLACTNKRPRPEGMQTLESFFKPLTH
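Pol eta (10 nM) was preincubated with compounds for 15 min at room temperature, after which fluorescent replication substrate (50 nM final) was added to start the reaction. Fluorescence was read kinetically at 0 and 10 min.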
G9a block – qHTS Assay for Inhibitors of Histone Lysine Methyltransferase G9a; Histone-lysine N-methyltransferase EHMT2 (Homo sapiens), Q96KQ7; G9a H3K9 monomethylation, AlphaScreen, 2 h; Potency, µM (series often up to 102 µM), without a hit: top-dose activity, negative = inhibition, hits mostly inhibitors; actives 8.8% (n = 350,000); AID 504332, 2011; note: % is set by controls: 0 for no effect and ±100 for the full control effect; nearly all actives have a fitted effect of over 75% in size
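Using a bead-based AlphaScreen, monomethylated H3K9 product from 2 h room-temperature reactions (G9a 20 nM, peptide 500 nM, SAM 20 uM) was detected with 0.5 ug/mL rabbit anti-H3K9me1 antibody.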
APE1 inh – qHTS Assay for Inhibitors of the Human Apurinic/apyrimidinic Endonuclease 1 (APE1). DNA repair nuclease/redox regulator APEX1 (Homo sapiens), P27695. recombinant APE1, TAMRA/BHQ-2 abasic DNA cleavage fluorescence. Potency, µM (highest dose often 65.8 µM), for inactives: top-dose activity change, negative = inhibition, most hits filed as inhibitors. actives 0.35% (n = 350,000). AID 2517, 2012;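 note: plate controls were vehicle for no effect and reference inhibitor for full effect; nearly all actives have a fitted effect of over 55% in size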
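Readout is kinetic fluorescence (ex 525, em 598 nm) from cleavage of 50 nM TAMRA/BHQ-2 THF abasic duplex by 0.75 nM APE1, compound added 15 min beforehand at RT.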
Apoferritin bind – qHTS Assay for Identification of Novel General Anesthetics; Ferritin light chain (Equus caballus), P02791; apoferritin/1-aminoanthracene competitive binding, fluorescence; Potency, µM (doses to about 77.5 µM), inactives show top-dose activity change, negative = displacement, actives largely listed as inhibitors; actives 0.074% (n = 350,000); note: % is set by controls: 0 for no effect and ±100 for the full control effect; nearly all actives have a fitted effect of over 20% in size
Target sequence (P02791 2-175 limits assumed): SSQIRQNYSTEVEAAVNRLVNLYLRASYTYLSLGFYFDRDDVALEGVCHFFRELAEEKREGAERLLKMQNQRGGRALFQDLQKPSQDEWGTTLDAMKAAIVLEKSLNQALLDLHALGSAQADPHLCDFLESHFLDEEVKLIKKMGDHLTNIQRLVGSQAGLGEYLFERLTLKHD
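Horse-spleen apoferritin (10 uM) in 50% saturated 1-aminoanthracene in PBS was incubated 10 min at room temperature with compound. Fluorescence (ex 380, em 535 nm) was normalized to free and bound 1-AMA, with concentration-response fitted by a four-parameter Hill equation.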
Pol beta inh – qHTS Assay for Inhibitors of DNA Polymerase Beta | actives 1.3% (n = 340,000) | Potency, µM (top dose mostly 114 µM), for inactives: at the top dose activity change, negative = inhibition, most hits filed as inhibitors | Pol beta primer extension/strand displacement, fluorescence kinetic | AID 485314, 2010 | P06746; note: % is set by controls: 0 for no effect and ±100 for the full control effect
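Preincubation: enzyme (10 nM) with compound, 15 min, RT. Reaction: substrate added to 50 nM final. Reads: 0 and 10 min. Analysis: normalized, Hill fit.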
Pol kappa inh – qHTS for Inhibitors of Polymerase Kappa | purified Pol kappa, fluorescent DNA synthesis assay, 10 min | actives 0.53% (n = 400,000) | DNA polymerase kappa (Homo sapiens), Q9UBT6 | Potency, µM (doses to about 107 µM), for inactives: top-dose activity, negative = inhibition, actives largely listed as inhibitors | AID 588579, 2011; note: % is set by controls: 0 for no effect and ±100 for the full control effect
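Inhibition of 10 nM Pol kappa is measured by a fluorescent read-out at 0 and 10 min following addition of 50 nM substrate (final), with a 15-min room-temperature compound preincubation.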
BLM helicase inh – qHTS Assay for Inhibitors of Bloom's syndrome helicase (BLM); actives 0.2% (n = 350,000); Potency, µM (titrated, usually from 56.1 µM), inactives show at the highest dose activity change, negative = inhibition, most hits filed as inhibitors; recombinant BLM DNA unwinding, fluorescence dequenching; RecQ-like DNA helicase BLM (Homo sapiens), P54132;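 note: plate controls were vehicle for no effect and no enzyme for full effect; nearly all actives have a fitted effect of over 35% in size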
BAZ2B block – qHTS Assay for Inhibitors of BAZ2B; Bromodomain adjacent to zinc finger domain protein 2B (Homo sapiens), Q9UIF8; AlphaScreen BAZ2B-H3K14Ac peptide displacement; Potency, µM (series often up to 114 µM), for inactives: top-dose activity change, negative = inhibition, most hits filed as inhibitors; actives 4.4% (n = 360,000); AID 504333, 2011; note: % is set by controls: 0 for no effect and ±100 for the full control effect; nearly all actives have a fitted effect of over 60% in size
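Multi-concentration screen (max 110 uM) measuring displacement of acetylated histone H3 peptide from BAZ2B by AlphaScreen, using 50 nM protein, 50 nM peptide and 10 ug/mL streptavidin donor plus Ni-chelate acceptor beads.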
Pol iota inh – qHTS for Inhibitors of Polymerase Iota; DNA polymerase iota (Homo sapiens), Q9UNA4; Pol iota fluorescent replication assay, 10 min; Potency, µM (titrated, usually from 115 µM), without a hit: at the top dose activity, negative = inhibition, usual class: inhibitors; actives 1% (n = 390,000); AID 588590, 2011
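Pol iota at 10 nM preincubated 15 min with compounds at room temperature; reaction started with fluorescent substrate, 50 nM final. Fluorescence read kinetically at 0 and 10 min; buffer-only wells as negative control.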
* hit, by the source's call; ? = inconclusive; / = no result given; [ ] = another dose, or the depositor's remark. Calls come from the whole dose curve; as a rule, active = well fitted curve in the direction sought with a large enough effect; inconclusive = small, poorly fitted or top-dose-only effect, or another doubt; inactive = no such curve, though single readings can be large; an effect the other way counts as inactive or inconclusive. Potency is the fitted concentration of half-maximal effect. Some of the compounds tested. The share of hits here may be higher or lower than overall.

| entry | Structure | APE1 inh | Pol beta inh | G9a block | Pol eta inh | Apoferritin bind | Pol iota inh | BAZ2B block | Pol kappa inh | BLM helicase inh |
| --- | --- | --- | --- | --- | --- | --- | --- | --- | --- | --- |
| 1 | CC(NC(=O)CCn1c(=S)[nH]c2ccsc2c1=O)c1ccccc1 (stereo unspecified) | -1% | -12% | 28µM* | -8% | -7% | 106%[activator] | 3% | -12% | -4% |
| 2 | Cc1cc(C(=O)CSc2nc(N)cc(N)n2)c(C)n1CC1CCCO1 (stereo unspecified) | 31% | / | / | -3% | / | 23% | / | -16% | / |
| 3 | CCOC(=O)Cc1csc(NS(=O)(=O)c2ccc(F)cc2)n1 | -2% | 23% | 7% | ? | -11% | 2% | -6% | -15% | 2% |
| 4 | COc1ccc(C(=O)NC2CCSc3ccccc32)cc1F (stereo unspecified) | 9% | -2% | -5% | -8% | 2% | 30%[activator] | 2% | 1% | -2% |
| 5 | CCN(CC)C(=O)c1nn(-c2ccccc2)c2c1C1CCC2(C)C1(C)C (stereo unspecified) | -3% | 1% | -23% | -24% | -18% | 28% | -24% | 4% | -3% |
| 6 | Cc1ccccc1C(=O)Nc1cccc(C(=O)N/N=C/c2cc(Cl)cc([N+](=O)[O-])c2O)c1 | 9% | 5% | 32µM* | -2% | ? | 41%[activator] | 22µM* | -8% | -15% |
| 7 | C[C@@]12C(=O)N(c3cccc(Br)c3)C(=O)N1[C@H](c1ccc(Cl)cc1)[C@@H]1C(=O)N(C3CCCCC3)C(=O)[C@@H]12 | 19% | 1% | -8% | -12% | -3% | 8% | -11% | -1% | -15% |
| 8 | CCc1cc2ccccc2nc1SCC(=O)Nc1cc(C)on1 | -7% | 18% | -34% | -16% | -11% | 15% | -1% | 0% | -2% |
| 9 | CC1(N(O)C=C2C=CC(=O)C=C2)CCCCC1=O (stereo unspecified) | 10% | 34% | / | 19% | 5% | 33%[activator] | 7% | 7% | 0% |
| 10 | Cc1cccc(NC(=O)CSCC(=O)N2CCN(Cc3ccc4c(c3)OCO4)CC2)c1 | 49% | / | 9%[0.501 µM] | -19% | / | 28% | -23% | 2% | / |
| 11 | C/C(=N/NC(=O)c1ccccc1)c1ccc(NC(=O)C(F)(F)F)cc1 | 4% | -27% | 16% | -8% | -6% | 35%[activator] | -21% | 11% | 3% |
| 12 | Cc1ccc(C(C)C)c(OCc2nnc3n2CCCCC3)c1 | -2% | 1% | -30%[12.7 µM] | -16% | 0% | 13% | -4% | 2% | -2% |
| 13 | Cc1cccc(-c2nnc(SC(C)C(=O)N3CCOCC3)o2)c1 (stereo unspecified) | 10% | 36% | 82%[activator] | -14% | -10% | 30% | -20% | -3% | -10% |
| 14 | CCCCCCCCc1nnc(NC(=O)c2ccco2)s1 | 1% | 35µM* | -3% | -12% | -11% | -3% | ? | -7% | -4% |
| 15 | COc1ccc(C(=O)NC(C)c2ccc(-n3ccnc3)cc2)c(OC)c1OC (stereo unspecified) | 11% | 57% | 75%[activator] | -13% | -8% | 21% | -33% | -6% | -13% |
| 16 | CCN1CCCC1CNC(=O)C(NC(=O)C1CCC(C)CC1)C(C)C (stereo unspecified) | 0% | 7% | 20%[59 µM] | -8% | -4% | 9% | -1% | -4% | 0% |
| 17 | Cc1ccc(C(C)(C)NC(=O)C2CCC(=O)N(CCCN3CCOCC3)C2)cc1 (stereo unspecified) | 26% | 1% | -10% | -15% | -3% | 29% | ? | 8% | 2% |
| 18 | CC(SCC(=O)NC(C)C1CC2CCC1C2)C(=O)O (stereo unspecified) | 21% | 18% | 15%[59 µM] | -6% | -7% | 109%[activator] | 8% | -11% | -9% |
| 19 | CCCNC(=O)c1cc2nc(-c3ccccc3)cc(C(F)(F)F)n2n1 | 3% | 7% | -19%[59 µM] | -6% | 30% | ? | 5% | 14% | 1% |
| 20 | CC(C)CN=CC1=C(O)c2ccccc2C1=O | -5% | -18% | -5% | -1% | -4% | -18%[58.9 µM] | 7% | -9% | -1% |
| 21 | Cc1nc(SCC(=O)NCC2CCCO2)c2c3c(sc2n1)CCC3 (stereo unspecified) | -14% | 34% | -23% | -4% | -8% | 26% | 0% | -2% | 2% |
| 22 | C[C@]12CCC3C(CC[C@H]4CC(O)CC[C@]34C)C1CC/C2=N/O (stereo partly specified) | 10% | 3% | 10% | -15% | -13% | 0% | -21% | 7% | 3% |

12 of the compounds above, with one line to a screen:
[1] CC(NC(=O)CCn1c(=S)[nH]c2ccsc2c1=O)c1ccccc1 (stereo unspecified)
[2] Cc1cc(C(=O)CSc2nc(N)cc(N)n2)c(C)n1CC1CCCO1 (stereo unspecified)
[3] CCOC(=O)Cc1csc(NS(=O)(=O)c2ccc(F)cc2)n1
[4] COc1ccc(C(=O)NC2CCSc3ccccc32)cc1F (stereo unspecified)
[5] CCN(CC)C(=O)c1nn(-c2ccccc2)c2c1C1CCC2(C)C1(C)C (stereo unspecified)
[6] Cc1ccccc1C(=O)Nc1cccc(C(=O)N/N=C/c2cc(Cl)cc([N+](=O)[O-])c2O)c1
[7] C[C@@]12C(=O)N(c3cccc(Br)c3)C(=O)N1[C@H](c1ccc(Cl)cc1)[C@@H]1C(=O)N(C3CCCCC3)C(=O)[C@@H]12
[8] CCc1cc2ccccc2nc1SCC(=O)Nc1cc(C)on1
[9] CC1(N(O)C=C2C=CC(=O)C=C2)CCCCC1=O (stereo unspecified)
[10] Cc1cccc(NC(=O)CSCC(=O)N2CCN(Cc3ccc4c(c3)OCO4)CC2)c1
entry no. | 1 | 2 | 3 | 4 | 5 | 6 | 7 | 8 | 9 | 10
APE1 inh | -1% | 31% | -2% | 9% | -3% | 9% | 19% | -7% | 10% | 49%
Pol beta inh | -12% | / | 23% | -2% | 1% | 5% | 1% | 18% | 34% | /
G9a block | 28µM* | / | 7% | -5% | -23% | 32µM* | -8% | -34% | / | 9%[0.501 µM]
Pol eta inh | -8% | -3% | ? | -8% | -24% | -2% | -12% | -16% | 19% | -19%
Apoferritin bind | -7% | / | -11% | 2% | -18% | ? | -3% | -11% | 5% | /
Pol iota inh | 106%[activator] | 23% | 2% | 30%[activator] | 28% | 41%[activator] | 8% | 15% | 33%[activator] | 28%
BAZ2B block | 3% | / | -6% | 2% | -24% | 22µM* | -11% | -1% | 7% | -23%
Pol kappa inh | -12% | -16% | -15% | 1% | 4% | -8% | -1% | 0% | 7% | 2%
BLM helicase inh | -4% | / | 2% | -2% | -3% | -15% | -15% | -2% | 0% | /

[11] C/C(=N/NC(=O)c1ccccc1)c1ccc(NC(=O)C(F)(F)F)cc1
[12] Cc1ccc(C(C)C)c(OCc2nnc3n2CCCCC3)c1
entry no. | 11 | 12
APE1 inh | 4% | -2%
Pol beta inh | -27% | 1%
G9a block | 16% | -30%[12.7 µM]
Pol eta inh | -8% | -16%
Apoferritin bind | -6% | 0%
Pol iota inh | 35%[activator] | 13%
BAZ2B block | -21% | -4%
Pol kappa inh | 11% | 2%
BLM helicase inh | 3% | -2%
